Bioassay records as filed in PubChem.
Spn PMK inh: S. pneumoniae PMK inhibition. purified PMK, PK/LDH-coupled NADH absorbance 340 nm. inhibition, % at 10 µM. hit rate 0.49% among 65,000. AID 539;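 active = top-ranked compounds by inhibition in the single 10 µM screen, taking a fixed number of the strongest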;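 note: 0% = full reaction with DMSO carrier and 100% = background rate without enzyme reaction; no value below 0 was filed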
Alkaline phosphatase: human TNAP enzyme inhibitors, biochemical, luminescent (AID 518) | hit rate 0.09% among 64,000 | purified TNAP enzyme, luminescent substrate readout; higher % means a stronger effect | inhibition, % at 20 µM; hits with a dose series show IC50 in µM; in the data active = a potency from the dose series; inactive = the rest, 99 in 100 with inhibition below about 22%;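 note: plate controls were vehicle for no effect and reference inhibitor for full effect; many of its hits are not listed in these tables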
MK inhibit: inhibitors of Streptococcus pneumoniae mevalonate kinase; purified MK, PK/LDH-coupled NADH absorbance 340 nm; inhibition, % at 10 µM; hit rate 0.48% among 65,000;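 active = ranked among the strongest by inhibition in the single 10 µM screen, a fixed top-ranked set picked for dose follow-up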; note: no value below 0 was filed
HPDE-C7K KRASV12: cytotoxicity in KRAS-transformed pancreatic duct cells, primary screen, cell-based, fluorescence, HTS (AID 431) | hit rate 1.7% among 63,000 | cytotoxicity, % at 10 µM, or EC50 in µM where a hit was titrated | HPDE-C7K KRASV12 cells, Alamar Blue viability, 48 h; higher % means a stronger effect;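 active = compounds whose percent cytotoxicity in the single-dose primary screen, scaled between solvent and toxic-drug controls, exceeds 50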;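 note: 0% = DMSO solvent wells and 100% = doxorubicin-treated wells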
LYP inhibition: LYP phosphatase inhibitors, primary screen, biochemical, DiFMUP fluorescence, recombinant catalytic domain, 10 µM (AID 606); recombinant LYP catalytic domain, DiFMUP fluorescence; higher % means a stronger effect; inhibition, % at 10 µM; hits with a dose series show IC50 in µM; 52,000 tested, under 10 active;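 active = IC50 under 40 µM in the dose-response test; inactive = IC50 of 40 µM or more, or never dose-tested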
Spn DPM-DC inh: blocks S. pneumoniae diphosphomevalonate decarboxylase; purified DPM-DC, PK/LDH coupled NADH fluorescence; calls only at 10 µM; hit rate 0.49% among 65,000; AID 556;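 active = the 320 compounds with the highest percent inhibition in the single-dose primary screen, excluding strongly autofluorescent ones, cut at about 32% in these data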;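 note: kinetic rate of NADH fluorescence loss reporting ADP formed by the decarboxylase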
HT1080 viability: HT1080 cell viability loss – fluorescence readout (AID 620). one-dose cytotoxicity, % at 10 µM; EC50 in µM for titrated hits. HT1080 viability, fluorescence; higher % means a stronger effect. hit rate 0.42% among 87,000;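 note: cells exposed to compound overnight then 4 h with Alamar Blue; 0% = vehicle DMSO and 100% = killing control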
HPDE-C7 viability: cytotoxicity in HPDE-C7 cells, cell-based, fluorescence, HTS (AID 430) | HPDE-C7 pancreatic duct cells viability, fluorescence; higher % means a stronger effect | cytotoxicity, % at 10 µM, or EC50 in µM where a hit was titrated | hit rate 1.8% among 63,000;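 note: cells exposed to compound for 48 hours before viability readout; 0% = vehicle and 100% = reference cytotoxic drug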
Bfl-1 displacement: Bfl-1 inhibitors, primary screen, biochemical, fluorescence polarization, FITC-Bid, mouse (AID 432). FITC-Bid BH3 peptide fluorescence polarization displacement; higher % means a stronger effect. hit rate 0.02% among 64,000. displacement, % at 20 µM, or IC50 in µM where a hit was titrated; in the data active = a potency from the dose series; inactive = the rest, 99 in 100 with displacement below about 15%; note: strong numbers were not always called active
Spn PMK inh pilot replicates: recorded beside Spn PMK inh, whose call it bears; inhibition, %; measured here: pilot screen replicates
MK inhibit pilot replicates: also measured in MK inhibit; calls as there; inhibition, %; measured here: pilot screen replicates
Spn DPM-DC inh pilot screen %: recorded beside Spn DPM-DC inh, whose call it bears; inhibition, %; measured here: pilot screen trials
* hit, by the source's call; i = inactive; nt = not tested or not shown; + = active, no number. Cut-off read from the data, not from the text of the source, unless noted: active = cytotoxicity above about 50%; inactive = the rest.

SMILES	Spn PMK inh	Alkaline phosphatase	MK inhibit	HPDE-C7K KRASV12	LYP inhibition	Spn DPM-DC inh	HT1080 viability	HPDE-C7 viability	Bfl-1 displacement	others
O=C(COc1ccccc1Br)c1ccc(O)cc1O	9	0%	9	23%	nt	i	-6%	20%	-7%
COc1ccccc1C(=O)NC(C)C(c1cccs1)N1CCOCC1 (stereo unspecified)	12	nt	0	nt	33%	i	-20%	nt	nt
O=C(OCC#CCSc1nc2ccccc2o1)c1ccco1	17	8%	12	-8%	-51%	i	2%	8%	-8%	Spn PMK inh pilot replicates=2.5;MK inhibit pilot replicates=0.0;Spn DPM-DC inh pilot screen %=3.0
NC(=O)CC(NC(=O)OCc1ccccc1)C(=O)O (stereo unspecified)	6	11%	5	9%	-2%	i	-2%	-8%	-2%
Cc1ccc(-n2ncc(C#N)c2/N=C/N2CCOCC2)cc1	0	-1%	7	0%	9%	i	-2%	-2%	2%
CSC1=N/C(=C\C=C\c2cccs2)C(=O)S1	8	26%	8	11%	13%	i	-5%	15%	-24%	Spn PMK inh pilot replicates=0.5;MK inhibit pilot replicates=1.0;Spn DPM-DC inh pilot screen %=1.0
O=C(O)CN1C(=O)Nc2ccc(Br)cc2C1c1ccccc1 (stereo unspecified)	0	0%	7	-11%	nt	i	7%	-20%	-12%
COCCNC(=O)C(c1ccc(F)cc1)N(Cc1ccco1)C(=O)CCC(=O)Nc1nccs1 (stereo unspecified)	13	10%	6	7%	-11%	i	-24%	-4%	-2%
O=C(Cn1c(=O)oc2ccccc21)NCc1ccco1	15	13%	4	-3%	-1%	i	0%	-2%	-5%
O=C(COc1cccc(-n2cnnn2)c1)N1CCOCC1	11	12%	0	17%	7%	i	5%	18%	4%
C=CCOC(=O)C1=C(C)NC(SCC(=O)Nc2ccc(C)c(Cl)c2)=C(C#N)C1c1ccco1 (stereo unspecified)	7	26%	0	-1%	-5%	nt	-4%	0%	0%
CC(=O)NC(CCS(C)(=O)=O)C(=O)Nc1cc(Cl)ccc1Cl (stereo unspecified)	6	9%	4	-9%	10%	i	-13%	-2%	-2%
CCOc1ccc(C2C(C#N)=C(N)Oc3cc(C)n(CCN4CCOCC4)c(=O)c32)cc1OCC (stereo unspecified)	9	10%	7	-4%	nt	i	-1%	-4%	-4%
Cc1cc(=O)n2nc(N3CCCC(C(=O)N4CCN(c5ccccc5)CC4)C3)sc2n1 (stereo unspecified)	19	11%	0	-3%	2%	i	2%	-6%	-2%
O=C(CSc1nnc(-c2ccc(F)cc2)o1)c1ccc2c(c1)OCCO2	6	13%	6	6%	3%	i	-2%	2%	4%
N#Cc1nc(Cc2ccccc2)oc1NCCN1CCOCC1	8	3%	9	-12%	24%	i	12%	-26%	2%
CCOC(=O)c1ccc(NC(=O)CSc2nnc(Cn3c(=O)sc4ccccc43)n2C)cc1	2	3%	2	2%	nt	i	6%	-2%	-2%
COCCN1CN=C(Nc2nc(C)c3ccc(C)cc3n2)NC1	19	6%	13	11%	-5%	i	10%	0%	-1%
COCC(=O)N(C)C1(c2nnnn2CCOC(=O)Nc2ccc(Cl)cc2)CCCC1	1	6%	4	-10%	5%	i	-5%	1%	0%
CC1CC(C)CN(c2nc3c(c(=O)n(C)c(=O)n3C)n2CCSc2ncccn2)C1 (stereo unspecified)	0	9%	13	-10%	2%	i	0%	-4%	7%
O=C(Nc1ccc2nc(-c3cccs3)c(-c3cccs3)nc2c1)N1CCOCC1	9	5%	5	37%	11%	+	1%	37%	14%
COc1ccc(-c2nn(-c3ccccc3)cc2C(=O)Nc2nc(CC(C)=O)ns2)cc1	12	2%	0	-5%	12%	i	-1%	8%	2%
Cc1oc(-c2ccccc2)cc1C(N)=O	6	18%	8	14%	-5%	i	-5%	9%	-5%	Spn PMK inh pilot replicates=4.0;MK inhibit pilot replicates=3.0;Spn DPM-DC inh pilot screen %=2.5
Cc1n[nH]c(C)c1S(=O)(=O)NCCc1ccc(Cl)cc1	1	16%	4	3%	5%	i	nt	-9%	2%
N#CCc1nc2n(n1)Cc1ccccc1-2	15	7%	0	nt	nt	i	-4%	nt	-7%
CCC(=O)Nc1nnc(SCC(=O)Nc2ccc(F)cc2)s1	12	8%	9	-4%	-1%	i	5%	2%	-8%
CCn1cc(C2=NOC(C(=O)Nc3ccccc3C(=O)OC)C2)c(C)n1 (stereo unspecified)	10	-9%	0	12%	23%	i	9%	4%	-2%
CCN1CCN(c2ncnc3c2cnn3-c2ccccc2)CC1	7	2%	0	-7%	-2%	i	9%	-1%	4%
O=C(Nc1cccc2cccc(NC(=O)c3ccco3)c12)c1ccco1	12	12%	6	-3%	-4%	i	2%	-12%	7%
O=C(CSc1nnc(-c2ccccc2F)o1)OCc1ccccc1	10	9%	8	-1%	8%	i	5%	-14%	-9%	Spn PMK inh pilot replicates=1.5;MK inhibit pilot replicates=0.0;Spn DPM-DC inh pilot screen %=0.0
Cc1ccc(Nc2cccccc2=O)cc1	2	10%	11	-2%	nt	i	-18%	0%	-8%
[N-]=[N+]=CC(=O)CCCN1C(=O)c2ccccc2C1=O	0	16%	11	-21%	14%	i	20%	-21%	-1%
O=C(c1ccccc1)c1nc[nH]c1C(=O)Nc1ccccn1	3	-5%	3	-17%	1%	i	-20%	-28%	0%
CCCCN(C)CCC(=O)Nc1ccc(OC)cc1OC	3	6%	7	1%	nt	i	3%	-4%	-3%
O=C(CN1CCN(c2ccccc2F)CC1)Nc1ccccc1F	4	9%	7	-7%	3%	i	33%	-8%	-3%
CC(=O)Oc1ccc2oc(C)c(C(=O)N3CCOCC3)c2c1	0	10%	0	6%	-3%	i	-6%	10%	0%
CCCN(Cc1cc2ccc(C)cc2[nH]c1=O)C(=O)c1ccccn1	18	14%	9	-13%	-3%	i	40%	-11%	-13%
COc1ccc2nc(NC3=NCCC3)sc2c1	15	13%	0	0%	-2%	i	4%	-7%	-6%
CCCn1c(SCC(=O)Nc2cccc(C)n2)nnc1-c1ccco1	2	4%	8	-4%	nt	i	8%	-2%	8%
Cc1ccc(NC(=O)CSc2nc3c(c(=O)[nH]2)CCC3)cc1C	13	5%	0	-1%	2%	i	21%	-2%	3%
COc1ccc(C(c2nnnn2C2CCCC2)N2CCN(C3CCCC3)CC2)cc1OC (stereo unspecified)	16	7%	12	11%	10%	i	-2%	8%	-6%	Spn PMK inh pilot replicates=0.5;MK inhibit pilot replicates=0.0;Spn DPM-DC inh pilot screen %=0.0
C=CCOc1ccc(C2c3c(oc4ccccc4c3=O)C(=O)N2CCCN2CCOCC2)cc1 (stereo unspecified)	7	10%	9	-4%	9%	i	-4%	-14%	-2%
CCOc1ccc2nc(NC3=NCN(Cc4ccco4)CN3)nc(C)c2c1	16	10%	16	-29%	nt	i	16%	-39%	-7%
CC(C)CCNC(=O)C1C2C=CC3(CN(Cc4ccccc4Cl)C(=O)C13)O2 (stereo unspecified)	3	5%	3	-2%	-5%	i	1%	-4%	5%
O=C(CSc1ccc2nnc(-c3ccccc3)n2n1)N1CCN(c2ccccc2)CC1	0	8%	9	6%	9%	i	6%	-4%	-2%	Spn PMK inh pilot replicates=0.0;MK inhibit pilot replicates=2.5;Spn DPM-DC inh pilot screen %=2.5
COc1cc(C(=O)OCC(=O)c2cc(C)n(C)c2C)cc(OC)c1OC	16	0%	5	7%	nt	i	6%	7%	-5%
Cc1ccc(-c2nn3c(-c4ccco4)nnc3c3ccccc23)cc1S(=O)(=O)NCC1CCCO1 (stereo unspecified)	0	8%	0	2%	nt	i	5%	-1%	-4%
Cn1c(-c2ccc(Br)o2)nc2cc(Br)ccc21	9	10%	7	-31%	nt	i	-9%	-21%	11%
COc1cc(OC)cc(C(=O)Nc2cc(NC(=O)c3ccco3)ccc2OC)c1	0	4%	8	2%	4%	i	6%	-11%	-2%
O=C(c1ccccc1)N1CCN(C2CCCCCC2)CC1	17	9%	39	-4%	nt	i	-1%	2%	-5%

2 consecutive records from above, for reference:
SMILES	Spn PMK inh	Alkaline phosphatase	MK inhibit	HPDE-C7K KRASV12	LYP inhibition	Spn DPM-DC inh	HT1080 viability	HPDE-C7 viability	Bfl-1 displacement	others
C=CCOc1ccc(C2c3c(oc4ccccc4c3=O)C(=O)N2CCCN2CCOCC2)cc1 (stereo unspecified)	7	10%	9	-4%	9%	i	-4%	-14%	-2%
CCOc1ccc2nc(NC3=NCN(Cc4ccco4)CN3)nc(C)c2c1	16	10%	16	-29%	nt	i	16%	-39%	-7%

The results go on.
SMILES	Spn PMK inh	Alkaline phosphatase	MK inhibit	HPDE-C7K KRASV12	LYP inhibition	Spn DPM-DC inh	HT1080 viability	HPDE-C7 viability	Bfl-1 displacement	others
O=C(Nc1c2c(nn1-c1ccc(F)cc1)CS(=O)(=O)C2)C12CC3CC(CC(C3)C1)C2	17	5%	0	-17%	15%	i	0%	-6%	-8%
COc1ccc(C)cc1C(=O)CCC(=O)Nc1ccccc1N1CCOCC1	10	16%	0	12%	13%	i	37%	-5%	6%	Spn PMK inh pilot replicates=0.5;MK inhibit pilot replicates=0.0;Spn DPM-DC inh pilot screen %=1.5
CC(=O)c1nc2ccccc2n1S(=O)(=O)c1ccc(C)cc1	9	2%	0	-1%	6%	i	-6%	-7%	-5%
CC(=O)N1CCc2cc(Br)cc(S(=O)(=O)N3CCN(c4ccccn4)CC3)c21	16	6%	9	-6%	12%	i	20%	-4%	-2%
COc1cccc(N2C(=O)C(O)=C(C(C)=O)C2c2ccc(OC)c(OC)c2)c1 (stereo unspecified)	5	12%	9	-4%	nt	i	2%	1%	-1%	Spn PMK inh pilot replicates=2.0;MK inhibit pilot replicates=1.0;Spn DPM-DC inh pilot screen %=3.0
Cc1ccccc1OCCCC(=O)Nc1ccc2c(c1)OCO2	0	7%	3	21%	2%	i	6%	7%	0%
CCOC(=O)N1CCN(C(=O)C(c2ccccc2)c2ccccc2)CC1	3	5%	7	-11%	-2%	i	-4%	5%	1%
O=C(c1ccc(Cl)cc1)N1CCN(c2nc(N3CCCCC3)nc(N3CCCCC3)n2)CC1	0	1%	8	-4%	nt	i	nt	-7%	-2%
Cc1cc2nc(NC3=NCN(CCN4CCOCC4)CN3)nc(C)c2cc1C	13	6%	10	9%	14%	i	8%	3%	-2%
Cc1ccc(Cn2c(-n3nc(C)cc3C)nc3c2c(=O)[nH]c(=O)n3C)cc1	9	18%	6	5%	-3%	i	-8%	1%	2%
CCCn1c(C)cc(=O)c2cc(NC(=O)c3ccccn3)ccc21	15	-2%	11	8%	-2%	i	-2%	16%	0%
CCN(CC)c1nc(C#N)cc(-c2ccc(OC)cc2)n1	7	8%	6	nt	11%	i	17%	nt	1%
Cc1ccn2c(NC3CCCCC3)c(C)nc2c1	18	5%	5	3%	-27%	i	-13%	-3%	-3%
O=C(Nc1cccc2c1C(=O)NC2=O)c1ccc(S(=O)(=O)N2CCCC2)cc1	16	9%	5	-4%	-5%	i	9%	-12%	15%
O=C(NCc1ccncc1)c1cnccn1	3	4%	7	nt	19%	i	14%	nt	2%
Cn1c(CNc2nc3ccccc3n2CCN2CCCCC2)nc2ccccc21	9	-36%	0	-2%	-11%	i	6%	-4%	6%
CC(=O)NC1C(=O)Nc2c1cccc2C(F)(F)F (stereo unspecified)	0	8%	4	-2%	2%	i	nt	3%	4%
